EWS-Fli inh = EWS/Fli-driven NR0B1 reporter inhibitors, primary screen, A673 cells, NR0B1 luciferase, luminescence, MLPCN library; viability-normalised; inhibition, % at 12.6 µM; actives 0.67% (n = 350,000); AID 651661, 2012;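 active = mean inhibition of at least 50% after viability correction, with every replicate also passing that limit; inconclusive = mean reaches 50% but only one of two replicates passes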;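 also: firefly luciferase signal divided by Alamar Blue viability fluorescence both relative to DMSO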
F508del corr = F508del CFTR correction, initial screen, CFBE line, single point; CFBE cells, YFP halide quenching; stimulated with forskolin plus potentiator P3; % fluorescence drop versus neutral controls; activity (quench increase), % at 7.58 µM; actives 0.36% (n = 350,000); AID 720511, 2013;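 active = mean added fluorescence quench of at least 8% versus neutral control, with both replicates also reaching 8%; inconclusive = only one of the mean or replicate conditions met; inactive = mean below 8% and not both replicates reaching 8%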;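 also: cells transiently co-express mutant CFTR-F508del with the halide-sensitive YFP; corrector assay measuring rescue of mutant channel to the surface after 24 h compound exposure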
GSIS activator = GLuc luminescence reporter in INS-1E cells, primary screen for activators of glucose-dependent secretion of insulin | INS-1E GLuc reporter insulin secretion, 2-3 h | activation, % at 16.6 µM | actives 0.61% (n = 370,000) | AID 743287, 2014;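 active = lowest replicate activation of at least 40%, so every replicate reaches that level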;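 also: 0% = median of neutral control wells and 100% = median of IBMX positive control wells; some compounds called inactive have numbers as strong as hits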
miR-122 sensor = miR-122 Renilla sensor signal increase in Huh7, primary screen, miR-122 inhibitor project, cell-based, single point, plate reader; AID 602342, 2012; activation (reporter increase), % at 12.5 µM; Huh7 miR-122 Renilla luciferase sensor, 48 h; neutral wells = 0, positive control = 100; actives 0.3% (n = 340,000);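 active = mean replicate activation score at least 90 and every replicate individually at or above 90; inconclusive = only one of the two criteria met; inactive = neither criterion met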;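 also: higher luciferase means less miR-122 activity so hits act as miR-122 inhibitors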
PAX8 inh HTS = inhibitors of PAX8-driven TPO luciferase reporter, primary screen, RMG-I cells, single concentration | actives 1.2% (n = 360,000) | SteadyGlo, 24 h | AID 652154, 2013 | inhibition, % at 12.6 µM;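 active = mean replicate inhibition at least 60% with every replicate also reaching 60%; inconclusive = only one of the two criteria is met; inactive = mean below 60% and not all replicates reaching 60%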;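 also: luciferase light reporting Pax8 driven TPO promoter activity; plate controls were median of neutral control wells for no effect and mitoxantrone controls for full effect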
DENV2 CPE = inhibitors of DENV2 cytopathic effect, primary screen, cell-based, plate reader, single concentration | DENV2-infected cells, cytopathic effect rescue | CPE inhibition, % at 9.99 µM | actives 1.7% (n = 350,000); in the data active = CPE inhibition above about 20%, passing the limit was not always enough; inconclusive = no clear call, values can overlap the other calls; tested in BHK-21 cells;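 also: 0% = median of neutral control wells and 100% = median of positive control wells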
FN deposit inh = inhibitors of fibronectin matrix deposition, primary screen, AH1F cells, Alexa488-fibronectin fluorescence, plate reader. AH1F fibroblasts, overnight. inhibition, % at 12.6 µM. actives 0.086% (n = 350,000). AID 743247, 2014;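 active = mean inhibition across replicates of 30% or more, regardless of how many single replicates reach that level; inconclusive = mean under 30% yet at least half of replicates reach 30%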;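 also: positive control wells lacked labelled fibronectin entirely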
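Measured by – fluorescence 485/525 nm · System – AH1F fibroblast monolayer, labelled fibronectin deposition · Amount – 10000 cells per well · Buffer or medium – serum-reduced DMEM (2% serum) · Doses – single dose, pinned · Also added – fluorescent fibronectin at 24 nM final · Schedule – 1 h cell attachment, overnight exposure to compound and label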
Starred values were filed as active, the others as inactive; ? = inconclusive; / = not tested or not shown; & = joins results of further samples; [ ] = dose if it differs, or a comment.

SMILES	EWS-Fli inh	F508del corr	GSIS activator	miR-122 sensor	PAX8 inh HTS	DENV2 CPE	FN deposit inh
CCOc1cc(N2CCOCC2)c(OCC)cc1NC(=O)CN1C(=O)N(C)C2(CCCCC2)C1=O	1.3	0.8	-9.8	1.3	0.6	-2.8	2.5
CCCc1ccc(C(=O)CN2C(=O)C(=O)N(C3CCCC3)C2=O)cc1	-19.5	-1.7	/	-8.3	-11.6	11.9	-0.5
COc1cccc(NC(=O)C2(C)CCN2Cc2ccccc2OC(F)F)c1 (stereo not given)	-3.9	-4.6	-29.0	3.3	-12.8	3.6	2.8
CN(c1ccccc1)S(=O)(=O)c1nnc(NC(=O)C2CCCCC2)s1	/	-1.8	17.5	-5.5	-14.9	10.0	-6.4
O=C(CCC(=O)Nc1ccc(F)cc1)N/N=C/c1cccs1	-11.2	0.6	-2.2	0.3	-2.6	3.7	/
Nc1[nH]c(=O)ncc1F	0.6	-3.7	6.2	0.7	24.5	12.0	-12.1
Cc1nc2c(c(C)nn2-c2ccccc2)c(C)c1CCC(=O)Nc1ccc(CN2CCCC2)cc1	24.1	-3.9	5.4	-16.8	8.3	4.3	-5.0
COc1ccccc1C(=O)N/N=C/c1cnc2ccccc2n1	-13.9	0.9	-6.4	-8.6	31.5	/	6.5
COc1ccc2oc(=O)c(C(=O)NCc3ccccc3)cc2c1	-46.1	-0.1	-5.1	/	17.6	-0.4	-5.6
CSc1ccc(/C=N/n2c(COc3ccccc3)n[nH]c2=S)cc1	3.2	0.9	7.5	/	-4.0	?	4.1
Cc1ccc(NC(=O)c2oc3ccc(S(=O)(=O)N4CCOCC4)cc3c2C)cc1C	/	/	79.3*	1.2	/	/	-1.4
CC1CCN(S(=O)(=O)c2ccc(C(=O)NC3CCS(=O)(=O)C3)cc2)CC1 (stereo not given)	3.0	-0.9	-1.2	/	4.8	19.2	-1.3
COc1ccc(OC)c(C(=O)NC(CC(N)=O)c2ccc(NCCOc3ccccc3)c([N+](=O)[O-])c2)c1 (stereo not given)	-2.4	0.2	3.0	3.1	-11.7	3.9	-6.9
CC1=C(C)C(OCCBr)N(c2cc(O)c(Cl)cc2F)C1=O (stereo not given)	0.9	-1.2	15.1	4.9	3.9	17.0	4.1
CN1CCN(C(=O)C2=C[C@@H](C3CCCCC3)C[C@@H](OCCCCO)O2)CC1	-17.0&1.8	-0.1&-2.5	2.8	/	6.0&-2.4	?	4.8
Cc1c(Cl)ccc2c(C(=O)NCCCn3nccc3C)cc(-c3ccccn3)nc12	2.0	-1.8	13.3	-7.6	37.5	0.5	-5.5
Cc1ccc(S(=O)(=O)N(C)Cc2nc(-c3ccncc3)no2)cc1	/	/	/	3.2	11.5	/	-5.7
Cc1cc(=O)oc2cc(OCC(=O)NCC3CCC(C(=O)O)CC3)ccc12 (stereo not given)	-5.4	-1.2	1.2	2.1	/	-11.0	/
C[C@H](CO)N1C[C@H](C)[C@H](CN(C)S(=O)(=O)c2ccc(F)cc2)Oc2ncc(-c3cccc(C(=O)N(C)C)c3)cc2C1=O	7.0	-3.1	4.0	-1.4[16.7 µM]	7.9	-1.0	/
C[C@H](CO)N1C[C@H](C)[C@@H](CN(C)S(=O)(=O)c2ccc(F)cc2)Oc2ncc(-c3ccncc3)cc2C1=O	5.7	0.7	28.6	0.3[16.7 µM]	-14.0	5.5	/
COc1cc(C(=O)N/C(=C\c2cn(C)c3ccccc23)C(=O)NCCN2CCOCC2)cc(OC)c1OC	0.6	-0.9	-2.9	-5.0	17.3	-4.8	-9.2
CN1C(=O)c2cc(NC(=O)c3cccc(Cl)c3)ccc2OC[C@H]2O[C@H](CC(=O)NC3CCCCC3)CC[C@@H]21	0.4	-0.7	0.9	-8.3[16.7 µM]	69.9*	/	-2.3
COc1ccccc1N1CCN(C(=O)c2ccc3noc(-c4ccccc4)c3c2)CC1	2.1	-3.1	-45.7	2.7	21.7	-6.0	2.3
CNC(=O)CSc1nnc(-c2cccnc2)n1CCc1ccccc1	/	/	-1.1	-4.5	/	/	1.1
Cc1ccc(N2CC(C(=O)Nc3nnc(SCC(=O)NCC4CCCO4)s3)CC2=O)cc1 (stereo not given)	4.3	2.7	-12.0	/	16.1	-0.2	/

10 entries from above, in CSV form:
Structure,EWS-Fli inh,F508del corr,GSIS activator,miR-122 sensor,PAX8 inh HTS,DENV2 CPE,FN deposit inh
CCOc1cc(N2CCOCC2)c(OCC)cc1NC(=O)CN1C(=O)N(C)C2(CCCCC2)C1=O,1.3,0.8,-9.8,1.3,0.6,-2.8,2.5
CCCc1ccc(C(=O)CN2C(=O)C(=O)N(C3CCCC3)C2=O)cc1,-19.5,-1.7,/,-8.3,-11.6,11.9,-0.5
COc1cccc(NC(=O)C2(C)CCN2Cc2ccccc2OC(F)F)c1 (stereo not given),-3.9,-4.6,-29.0,3.3,-12.8,3.6,2.8
CN(c1ccccc1)S(=O)(=O)c1nnc(NC(=O)C2CCCCC2)s1,/,-1.8,17.5,-5.5,-14.9,10.0,-6.4
O=C(CCC(=O)Nc1ccc(F)cc1)N/N=C/c1cccs1,-11.2,0.6,-2.2,0.3,-2.6,3.7,/
Nc1[nH]c(=O)ncc1F,0.6,-3.7,6.2,0.7,24.5,12.0,-12.1
Cc1nc2c(c(C)nn2-c2ccccc2)c(C)c1CCC(=O)Nc1ccc(CN2CCCC2)cc1,24.1,-3.9,5.4,-16.8,8.3,4.3,-5.0
COc1ccccc1C(=O)N/N=C/c1cnc2ccccc2n1,-13.9,0.9,-6.4,-8.6,31.5,/,6.5
COc1ccc2oc(=O)c(C(=O)NCc3ccccc3)cc2c1,-46.1,-0.1,-5.1,/,17.6,-0.4,-5.6
CSc1ccc(/C=N/n2c(COc3ccccc3)n[nH]c2=S)cc1,3.2,0.9,7.5,/,-4.0,?,4.1

Continued:
SMILES	EWS-Fli inh	F508del corr	GSIS activator	miR-122 sensor	PAX8 inh HTS	DENV2 CPE	FN deposit inh
COC(=O)c1c(NC(NC(=O)C(C)C)C(Cl)(Cl)Cl)sc2c1CCCC2 (stereo not given)	6.2	/	-28.2	/	28.0	-2.7	-7.1
COc1ccc(-c2nc(Cn3c(SCc4ccccc4F)nc4ccncc43)c(C)o2)cc1	-0.5	5.7	-4.8	-10.0	-6.2	0.4	1.8
Cc1cc(Cl)c(OCCCSc2nc(C)cc(=O)[nH]2)c(Br)c1	12.7	-4.0	2.0	-3.1	/	/	/
CCCCn1c(SCC(=O)N(CC)C2CCS(=O)(=O)C2)nc2cc(S(N)(=O)=O)ccc21 (stereo not given)	11.7	1.5	-3.2	/	1.1	-5.5	-1.6
CCOC(=O)C1CSC(CC(=O)Nc2ccc(Cl)c(Cl)c2)C(=O)N1 (stereo not given)	/	/	/	-10.3	9.6	/	-11.4
O=c1oc2c3c4c(cc2c2c1CCC2)OCCN4CCC3	/	/	/	-5.0	-5.1	/	1.4
CN1CCN(C(=O)C[C@H]2CC[C@H]3[C@@H](COC[C@H](O)CN3Cc3cccc(F)c3)O2)CC1	-4.7	-2.4	14.3	3.2[16.7 µM]	-12.6	-7.5	-21.1
O=C(COC(=O)c1ccccn1)Nc1cccc2ccccc12	-5.2	0.5	0.9	0.2	15.7	0.0	2.8
Cc1ccc(NC(=O)Nc2ccc(F)c(Cl)c2)cc1	-88.4	2.0	-4.6	0.4	-155.3	0.2	-2.4
CO[C@@H]1CN(C)C(=O)c2cc(NC(=O)C3CCCCC3)ccc2OC[C@H](C)N(C)C[C@@H]1C	-8.7	-1.3	3.6	-4.6[16.7 µM]	2.2	-4.2	/
Cc1cc(C)c(C#N)c(SCc2ccc(F)cc2)n1	-5.3	-2.6	1.1	/	11.7	6.8	-16.9
c1ccc(CNc2nc3ccccc3[nH]2)cc1	-59.1	-2.7	16.9	-2.9	/	-2.7	/
CC(=O)NC(=S)Nc1ccc(S(=O)(=O)N2CCOCC2)cc1	10.5	-2.9	-1.0	/	6.5	1.9	13.5
COc1cc(C=NNC(=O)Cn2nc(C)cc2C)ccc1OC(=O)C1CC1	4.8	-1.6	14.2	/	11.0	3.6	1.0
C[C@@H]1CN([C@H](C)CO)C(=O)c2cc(-c3ccc(C#N)cc3)cnc2O[C@@H]1CN(C)Cc1cccnc1	-7.3	0.4	0.2	-4.2[16.7 µM]	/	-0.8	-5.9
Cn1c(=O)[nH]c(=O)c2c1nc(N1CCN(CCO)CC1)n2CCSc1nc2ccccc2s1	2.5	-0.3	4.0	-0.8	22.3	3.6	10.3
N/C(=N\OC(=O)Cc1ccc([N+](=O)[O-])cc1)c1ccc([N+](=O)[O-])cc1	4.1	3.2	-7.0	-5.5	-17.4	1.0	10.3
Cn1c(=O)c(=O)n(C)c2cc(S(=O)(=O)CCC(=O)Nc3cccc(C(F)(F)F)c3)ccc21	2.8	1.7	20.0	-10.2	-3.7	-0.8	6.6
COCCNS(=O)(=O)c1ccc(OCC(=O)N2CCc3ccccc3C2)c(Cl)c1	4.3	-4.2	-3.5	/	26.7	10.1	-0.2
CCOC(=O)N1CCN(C(=O)c2ccc3c(=O)n(-c4ccc(OC)cc4)c(=S)[nH]c3c2)CC1	/	/	/	3.7	8.5	/	5.4
Cc1ccc(NC(=O)CN2C(=O)NC3(CCc4ccccc43)C2=O)cc1S(=O)(=O)N1CCCCC1 (stereo not given)	12.4	5.5	-46.2	/	17.7	-3.7	-10.6
Cc1ccc(C(=O)N2CCC(Cc3ccccc3)CC2)cc1S(=O)(=O)N1CCOCC1	13.6	-1.7	-72.1	/	7.9	-3.0	-1.8
CC(C)(C)N(NS(=O)(=O)c1ccc(F)cc1)c1ccccc1	1.5	1.3	1.1	3.2	-33.6	-3.3	-5.2
CCNC(=O)C[C@@H]1CC[C@@H]2[C@@H](COc3ccc(NC(=O)Cc4ccccc4)cc3C(=O)N2C)O1	-7.7	0.6	3.8	-4.0[16.7 µM]	4.5	4.5	-8.6
CCOC(=O)N1CCN(C(=S)Nc2cc(S(=O)(=O)N3CCOCC3)ccc2Cl)CC1	5.7	-0.5	-5.9	-5.2	7.0	5.2	-5.6
SMILES	EWS-Fli inh	F508del corr	GSIS activator	miR-122 sensor	PAX8 inh HTS	DENV2 CPE	FN deposit inh
CCc1nc(N2CCC(C)CC2)c2oc3ccccc3c2n1	25.5	0.3	23.2	-2.3	/	-9.3	/
C#CCN1C(=O)C2C(C(=O)NC)C3C=CC2(O3)C1C(=O)NCc1ccc(OC)cc1 (stereo not given)	/	/	/	-3.9	-23.7	/	1.6
COc1ccc(CN(C)C[C@H]2Oc3ccc(NC(=O)NC4CCCCC4)cc3C(=O)N([C@@H](C)CO)C[C@H]2C)cc1	-4.5	-0.1	-4.1	5.0[16.7 µM]	5.4	-5.6	/
Cc1noc(C)c1NC(=O)N(C)C[C@@H]1Oc2c(NS(=O)(=O)c3c(C)noc3C)cccc2C(=O)N([C@H](C)CO)C[C@@H]1C	-2.2	1.1	20.9	-1.2[16.7 µM]	/	3.5	-10.0
O=C(Nc1cccnc1)c1ccc([N+](=O)[O-])o1	14.1	-1.0	-11.8	-3.5	1.9	2.1	4.5
O=C1NC(=O)C(=Cc2ccc(Cl)c(Cl)c2)S1	-17.9	1.1	-13.8	/	/	18.0	1.3

Compounds as they come (roughly 3.9% active in at least one column).
